PP1 counter: blocks human PP1-alpha phosphatase, a PP5 counter-screen | P62136 | inhibition, % at 6.7 µM | purified PP1alpha, OMFP fluorescence | actives 0.9% (n = 320,000) | AID 2235;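 active means inhibition above the mean inhibition of all tested compounds plus 3 SD, computed separately for each screening campaign, cut at about 15% in these data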
Target sequence (P62136 whole entry, looked up): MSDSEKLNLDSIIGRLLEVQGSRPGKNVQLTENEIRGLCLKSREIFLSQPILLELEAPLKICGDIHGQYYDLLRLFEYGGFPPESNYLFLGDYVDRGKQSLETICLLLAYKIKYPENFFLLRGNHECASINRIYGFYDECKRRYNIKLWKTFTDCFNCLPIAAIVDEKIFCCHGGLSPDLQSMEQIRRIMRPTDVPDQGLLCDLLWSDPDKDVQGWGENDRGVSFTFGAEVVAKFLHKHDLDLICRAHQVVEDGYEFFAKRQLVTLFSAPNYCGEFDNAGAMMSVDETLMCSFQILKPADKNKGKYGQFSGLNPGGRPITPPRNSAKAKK
TPT1 inhibitor: inhibitors of Candida albicans tRNA 2'-phosphotransferase TPT1; AID 1962; inhibition, % at 5 µM; actives 0.81% (n = 300,000); recombinant caTPT1, FP RNA substrate dephosphorylation;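 active means inhibition above the mean of all tested compounds plus 3 SD, set per screening campaign, cut at about 24% in these data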;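 further: plate controls were DMSO alone for no effect and ferristatin control at 100 nM for full effect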
EBNA-1 inh: blocks EBNA-1 binding to DNA; EBNA-1 DNA binding, fluorescence polarization; inhibition, % at 14.8 µM; AID 1950; actives 0.34% (n = 300,000); in the data active means inhibition above about 28%
PREPL inh: human PREPL enzyme inhibition; actives 0.68% (n = 320,000); recombinant PREPL, fluorescence polarization activity-based probe; inhibition, % at 5.96 µM; Q4J6C6; AID 2751; in the data active means inhibition above about 43%;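 further: 0% = enzyme with DMSO and 100% = wells lacking enzyme; many of its hits are not listed in these tables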
PP5 primary: PP5 (human) phosphatase inhibition; purified PP5c, OMFP substrate fluorescence; AID 1987; actives 0.18% (n = 320,000); P53041; inhibition, % at 6.7 µM;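 active means inhibition above the campaign's mean inhibition across all tested compounds plus 3 SD, cut at about 9.5% in these data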;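 further: 0% = DMSO only and 100% = 100 µM cantharidin control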
Target sequence (P53041 whole entry, looked up): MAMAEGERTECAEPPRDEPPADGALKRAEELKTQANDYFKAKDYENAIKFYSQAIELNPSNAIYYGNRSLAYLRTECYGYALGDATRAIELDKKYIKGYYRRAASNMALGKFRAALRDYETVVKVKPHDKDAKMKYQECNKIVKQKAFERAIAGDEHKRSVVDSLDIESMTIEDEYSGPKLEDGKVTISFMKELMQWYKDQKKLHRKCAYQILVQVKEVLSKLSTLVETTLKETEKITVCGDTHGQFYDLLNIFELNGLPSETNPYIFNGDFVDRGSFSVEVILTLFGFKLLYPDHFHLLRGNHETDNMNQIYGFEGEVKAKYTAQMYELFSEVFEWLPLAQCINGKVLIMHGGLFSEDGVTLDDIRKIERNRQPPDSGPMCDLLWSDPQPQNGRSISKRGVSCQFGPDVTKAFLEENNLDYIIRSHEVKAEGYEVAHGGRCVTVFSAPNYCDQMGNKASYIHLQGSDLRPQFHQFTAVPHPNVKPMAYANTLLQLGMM
ZTA DNA inh: ZTA (EBV) inhibition in EBNA-1 counter-screen; ZTA-DNA binding, fluorescence polarization; P03206; inhibition, % at 11 µM; actives 0.15% (n = 320,000); in the data active means inhibition above about 33%
Target sequence (P03206 whole entry, looked up): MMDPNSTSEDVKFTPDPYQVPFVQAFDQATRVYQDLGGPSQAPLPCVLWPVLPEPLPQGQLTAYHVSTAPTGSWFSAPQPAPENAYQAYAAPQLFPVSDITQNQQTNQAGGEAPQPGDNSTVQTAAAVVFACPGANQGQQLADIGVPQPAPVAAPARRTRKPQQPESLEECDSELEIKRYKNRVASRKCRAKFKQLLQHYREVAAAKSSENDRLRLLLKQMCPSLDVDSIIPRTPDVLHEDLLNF
HCV core dimer: blocks dimerization of HCV core protein | TR-FRET GST/Flag-core106 dimerization, 1536-well | inhibition, % at 5 µM | actives 0.33% (n = 300,000) | AID 1899;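 active means inhibition above the mean of all tested compounds plus 3 SD, set per screening campaign, cut at about 45% in these data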
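System: GST-tagged and Flag-tagged HCV core protein residues 1-106 / Input: core106 proteins, GST 13.5 nM and Flag 17 nM / Buffer or medium: KF-containing HEPES buffer, pH 7.45, DTT, CHAPS, BSA / Probe or stimulus: Eu-anti-GST and XL665-anti-Flag labelled anti-tag antibodies / Schedule: 4 h, 22.5 °C incubation / Technique: TR-FRET 671 and 617 nm emission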
Efflux pump inh: blocks antifungal efflux pumps in multiplex yeast assay. S. cerevisiae Candida pump triplex, Nile Red efflux. inhibition, % at 10 µM. actives 0.44% (n = 330,000). AID 485275;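 active means plate passing quality check with inhibition over a set limit, or well fluorescence over plate mean plus 4 SD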;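 further: Nile Red retained in pooled yeast measured as flow cytometry median fluorescence; 0% = buffer negative control and 100% = Enniatin B positive control; higher means more Nile Red kept so more efflux inhibition; some compounds called inactive have numbers as strong as hits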
CTSL1 counter: blocks F. hepatica cathepsin L1 in PFM18AAP counter-screen; recombinant F. hepatica cathepsin L1, Z-Leu-Arg-MCA fluorescence; inhibition, % at 5.96 µM; actives 0.49% (n = 300,000); AID 1906;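 active means inhibition above the mean of all tested compounds plus 3 SD, set per screening campaign, cut at about 17% in these data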;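 further: 0% = plate median of test compound wells and 100% = 1 µM Z-Phe-Ala-diazomethylketone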
An asterisk follows results filed as active; nt = no result given.

SMILES | PP1 counter | TPT1 inhibitor | EBNA-1 inh | PREPL inh | PP5 primary | ZTA DNA inh | HCV core dimer | Efflux pump inh | CTSL1 counter
Cc1nc(Nc2ccc(C(=O)O)cc2)sc1-c1ccccc1 | -3 | -4 | 7 | 2 | 1.3 | -9 | -11 | 0.0 | 4
Cc1ccc2c(c1)N(C(=O)CCC(=O)NCCCN(C)Cc1ccccc1)CCO2 | -1 | 1 | -7 | -8 | 1.2 | 1 | 0 | -0.1 | 7
CCC(=O)N1CCc2cc(OC)c(OC)cc2C1COc1ccc(F)cc1 (centres undefined) | 1 | -1 | 9 | 12 | 0.3 | 6 | 3 | 0.0 | -2
CC1CCC2(CC1)NC(=O)N(CC(=O)N1CCN(C(=O)c3ccco3)CC1)C2=O (centres undefined) | 0 | nt | nt | 20 | 0.7 | -11 | nt | -0.6 | nt
O/N=C1\CC2(Cc3nonc31)OCCO2 | -5 | -3 | -11 | -2 | 1.6 | -19 | 3 | 0.0 | 0
CC(=O)Nc1ccc(S(=O)(=O)NCCC(=O)OCc2ccccc2F)cc1 | 0 | nt | nt | -6 | 0.5 | -2 | nt | 0.0 | nt
OCCC1CN(Cc2ccc(Oc3ncccn3)cc2)CCN1Cc1ccc(F)c(F)c1 (centres undefined) | -9 | 0 | -3 | 10 | 1.5 | 0 | -2 | 0.1 | -9
COCCN1C(=O)c2ccc(C(=O)NCc3cccnc3)cc2C1=O | -5 | 2 | -10 | 10 | 2.8 | 1 | -10 | 0.3 | -4
Cc1cccc(OC(=O)c2cncc(Br)c2)c1 | -2 | 1 | 5 | 2 | 0.3 | 2 | -8 | 0.1 | 0
O=C(O)C1CCCN1S(=O)(=O)c1cccc2nsnc12 (centres undefined) | -1 | -4 | 7 | -5 | -0.3 | -21 | 1 | 0.1 | -1
CCOC(=O)N1CCN(C(=O)CSc2ccc(-c3ccc(OC)cc3)nn2)CC1 | -1 | -3 | 5 | 12 | 1.2 | 11 | 1 | 0.0 | -4
COc1ccc(C(=O)Cc2cc(OC)c(OC)cc2C(=O)c2ccccc2F)cc1OC | -2 | 6 | 6 | 7 | -0.4 | 17 | 4 | 0.0 | 3
COc1ccc(Br)c(C(=O)Nc2cccc(S(=O)(=O)N3CCOCC3)c2)c1 | 3 | nt | nt | 12 | 1.2 | -4 | nt | -0.1 | nt
O=C(Nc1nnc(SCc2ccc(F)cc2)s1)C1Cc2ccccc2CN1C(=O)c1ccco1 (centres undefined) | 11 | 2 | 5 | -22 | 3.7 | 8 | 14 | 0.2 | -1
O=C(CN(C(=O)c1ccccc1Cl)C1CCCCC1)Nc1ccc(Cl)c([N+](=O)[O-])c1 | 11 | 1 | -15 | 10 | 5.3 | 0 | 26 | 0.0 | 2
COC(=O)CNS(=O)(=O)c1ccc(OC)cc1 | -1 | -2 | 0 | 4 | -0.8 | -15 | -2 | -0.1 | -3
CC1(C)C(=O)Nc2ccccc2N1C(=O)COc1ncnc2c(Cl)cc(Cl)cc12 | -1 | -1 | 0 | -1 | 1.5 | -18 | 1 | 0.2 | 2
NC(=NC1CCCCC1)c1ccc([N+](=O)[O-])cc1 | -3 | 0 | 8 | 4 | 1.9 | 3 | -3 | -0.1 | -6
CCN(CC(=O)Nc1cccc(OC)c1)CC(=O)Nc1ccc(C)cc1Cl | 4 | 5 | 1 | -14 | 1.5 | 10 | -13 | 0.1 | 0
CCCc1nnc(SCC(=O)Nc2ccc(C(=O)OCC)cc2)o1 | 4 | -2 | 1 | 2 | 1.8 | -20 | -13 | 2.8* | 23*
Cc1c(N2C(=O)/C(=C\c3ccccc3O)SC2=S)c(=O)n(-c2ccccc2)n1C | 5 | 0 | 4 | -3 | 2.8 | -7 | -3 | -0.1 | 6
CCc1ncc(C(O)c2cccc3ccccc23)n1C (centres undefined) | 1 | -1 | -6 | 12 | 4.2 | -31 | 0 | -0.1 | 4
O=C(CNC(=S)NC(=O)c1ccccc1Br)c1ccccc1 | 2 | 1 | 16 | -2 | -3.5 | -4 | 5 | -0.2 | 0
CCc1c(C)sc(NC(=O)c2ccoc2C)c1C(N)=O | 1 | 3 | 11 | 0 | 1.5 | 17 | 5 | 0.1 | 3
COc1ccc(OCC(=O)Nc2cc3c(cc2C(=O)O)OCCCO3)cc1 | 5 | -1 | 4 | 11 | 0.8 | 1 | -18 | -0.1 | 1

3 entries out of the list above, arranged by the value under PP5 primary, ascending:
molecule | PP5 primary
O=C(O)C1CCCN1S(=O)(=O)c1cccc2nsnc12 (centres undefined) | -0.3
Cc1nc(Nc2ccc(C(=O)O)cc2)sc1-c1ccccc1 | 1.3
CCN(CC(=O)Nc1cccc(OC)c1)CC(=O)Nc1ccc(C)cc1Cl | 1.5

Further results follow:
SMILES | PP1 counter | TPT1 inhibitor | EBNA-1 inh | PREPL inh | PP5 primary | ZTA DNA inh | HCV core dimer | Efflux pump inh | CTSL1 counter
COc1cc(NC(=O)CN2CCN(S(=O)(=O)c3ccc(C(C)C)cc3)CC2)cc(OC)c1 | 3 | 1 | 4 | 2 | 4.5 | -1 | 15 | 0.2 | 7
Cc1ccc(C)c(NC(=O)CSc2nnc(C3CCCCC3)o2)c1 | -3 | 2 | 4 | 4 | 0.1 | 5 | -2 | 0.9 | 1
O=S(=O)(NC1CCCCC1N1CCN(c2ccc(F)cc2)CC1)c1ccccc1 (centres undefined) | 0 | 1 | -23 | -17 | 1.4 | 1 | -8 | 0.5 | 1
Cc1snc(SCc2cccc(Cl)c2)c1C#N | 3 | -2 | 6 | 2 | 0.6 | 6 | -11 | -0.8 | 2
COc1ccc2c(c1)c1c3n2CCN(C)C3=NCC1 | -2 | -4 | 4 | 25 | 0.9 | 15 | -101 | 0.0 | 5
CC(Sc1nc2ccccc2[nH]1)C(=O)NC1CCCCC1C (centres undefined) | -2 | 0 | 0 | 2 | -2.5 | -11 | -23 | -0.1 | 5
COc1ccc(-c2c(-c3cc(OC)cc(OC)c3)n(C)c3ccc(Br)cc23)cc1 | 1 | nt | nt | 8 | 0.8 | 0 | nt | 0.2 | nt
CC(C)=C1C2CCC1C1C(=O)N(NC(=O)c3ccco3)C(=O)C21 (centres undefined) | -2 | -3 | -1 | 3 | 1.2 | 20 | -5 | 0.0 | -8
CCOc1ccccc1NC(=O)c1cc(S(=O)(=O)NCc2ccco2)ccc1F | -4 | 0 | -6 | 7 | 4.4 | 11 | 9 | 0.4 | -3
CN1CCN(C2CC(=O)N(CCc3ccccc3)C2=O)CC1 (centres undefined) | -4 | -6 | -11 | -2 | -2.7 | 9 | -2 | -0.2 | -1
C/C(=N/NC(=O)CNc1ccc(Cl)cc1C)c1ccc(C)cc1 | -4 | 0 | 11 | -6 | 0.2 | 16 | 9 | -0.2 | -2
CCOC(=O)NC(=O)CSc1nnnn1-c1ccccc1 | -1 | -2 | -1 | -7 | -3.4 | -1 | -1 | 0.1 | -2
CNC(=S)N(CCc1c(C)[nH]c2ccc(C)cc12)Cc1cccnc1 | 1 | 4 | 2 | -27 | 1.8 | 7 | 6 | -0.6 | 2
Cn1c(Cl)nc2c1c(=O)n(Cc1cccc(Br)c1)c(=O)n2C | -5 | 1 | -2 | 8 | 2.5 | 3 | 7 | 0.0 | -3
Cc1cc(C)c(S(=O)(=O)N2CCC(C(=O)OCc3c(C)noc3C)CC2)c(C)c1 | 1 | nt | nt | 16 | 5.4 | -6 | nt | 0.3 | nt
COc1ccccc1C1=NC(c2ccccc2)CN1c1ccccc1 (centres undefined) | -4 | -2 | 4 | 6 | 2.5 | 2 | 3 | -0.1 | -1
COc1ccc(Cl)cc1NC(=O)C(C)N1CCc2ccccc21 (centres undefined) | 4 | -1 | 1 | -5 | -0.3 | -4 | 1 | 0.0 | 0
CC(C)(C)c1ccc(C(=O)Nc2sc3c(c2C(=O)O)CCC3)cc1 | 2 | 7 | -3 | 7 | 2.1 | 4 | 0 | 0.2 | -1
O=C(Nc1cccc(C(=O)O)c1)/C(=C\c1ccc(F)cc1)NC(=O)c1ccco1 | 0 | -2 | 2 | 9 | 1.2 | -10 | -1 | 0.0 | 4
Cc1ccc(CNC(=S)NCc2ccncc2)cc1 | 2 | 0 | -4 | -2 | 1.3 | -11 | -1 | 0.3 | 1
COc1ccc(C2C(C(C)=O)=C(C)N=c3s/c(=C\c4ccc5c(c4)OCO5)c(=O)n32)c(OC)c1 (centres undefined) | -1 | 1 | 19 | 6 | -2.2 | -1 | 12 | 0.2 | -2
COc1ccc2nc3oc(C(=O)N4CCN(c5ccccc5F)CC4)cc3cc2c1 | 1 | 3 | -5 | -5 | 2.6 | -3 | 5 | 0.0 | -1
COc1ccc(CNC(=O)c2ccc(-c3ccccc3)cc2)cc1 | 4 | 5 | 4 | -7 | 1.8 | 11 | 6 | 0.1 | -3
O=C(NCc1ccncc1)Nc1ccc2c(c1)OCO2 | 2 | -1 | -4 | -1 | 3.6 | -6 | -1 | 0.1 | -3
Cn1c(SCC#N)nnc1-c1cnccn1 | -4 | -9 | -2 | -7 | -1.6 | 11 | 4 | 0.0 | -6

(listing goes on)
SMILES | PP1 counter | TPT1 inhibitor | EBNA-1 inh | PREPL inh | PP5 primary | ZTA DNA inh | HCV core dimer | Efflux pump inh | CTSL1 counter
Cc1c(CN(C)C(=O)/C=C/c2ccc([N+](=O)[O-])cc2)cnn1C | 2 | -3 | -5 | 14 | 0.7 | -8 | -8 | -0.2 | 1
O=C1CSC(c2ccc3c(c2)OCO3)N1c1ccc(Oc2ccccc2)cc1 (centres undefined) | 9 | -3 | 7 | -4 | 4.4 | -12 | 1 | -0.1 | 2
O=C(Nc1ccccc1N1CCN(c2ccccc2)CC1)c1ccccc1 | -3 | 2 | -8 | -36 | 0.5 | -4 | 10 | 0.1 | 2
COc1cc(CC(=O)NCc2ccc3c(c2)OCO3)cc(OC)c1OC | -3 | -2 | -7 | 0 | 1.3 | -10 | 3 | -0.1 | 0
O=C(OCc1nnc(-c2ccc(Cl)cc2)o1)c1ccncc1 | -2 | -1 | 9 | -5 | 1.7 | 19 | 21 | 0.0 | -6
Cc1cc(NN)nc(NS(=O)(=O)c2ccccc2Cl)n1 | 2 | -2 | 4 | -13 | 0.2 | 0 | 0 | 0.0 | -1
CCC(C)C(=O)Nc1nc2c(s1)C(=O)CC(C)(C)C2 (centres undefined) | -4 | -4 | -5 | -6 | 0.8 | 1 | 3 | -0.2 | 2
COc1cc(N)ccc1-c1cc2ccccc2oc1=O | 1 | 1 | 0 | 6 | 3.8 | 11 | 1 | 0.2 | 5
O=C(c1cccnc1)N(Cc1ccccc1)C1(C(=O)Nc2ccccc2)CCCCC1 | -3 | 0 | -3 | 8 | 0.6 | -4 | 4 | 0.2 | -5
CC(C)(C)c1nc(N)nc(=O)[nH]1 | -4 | -2 | 2 | -5 | -1.0 | 12 | -3 | 0.0 | 1
O=C(O)CC(NC(=O)CC(c1ccccc1)c1ccccc1)c1cccc([N+](=O)[O-])c1 (centres undefined) | 3 | -1 | 1 | 5 | 0.5 | -13 | 3 | -0.3 | -5
c1ccc2c(c1)OCC(c1nn3c(Cn4nnc5ccccc54)nnc3s1)O2 (centres undefined) | 1 | -3 | -8 | -21 | 0.1 | 13 | 18 | 0.2 | 3
c1ccc(C2=NNC(c3ccco3)=Nc3ccccc32)cc1 | -3 | -1 | -15 | 13 | -1.9 | -6 | -6 | -0.1 | 6
O=c1cc(-c2cccc(Cl)c2)oc2cccc(O)c12 | -4 | -5 | 4 | -36 | 0.0 | -15 | 10 | -0.1 | 0
CCn1cc(/C=C2\SC(=O)N(CC(=O)Nc3ccc4c(c3)OCO4)C2=O)c2ccccc21 | -4 | -3 | 14 | 3 | -1.8 | -1 | 2 | 0.0 | -2

A portion of the library (hit frequency here may not be typical).
